Screening results deposited in PubChem BioAssay by National Center for Advancing Translational Sciences (NCATS).
RXFP1 antag = blocks the human relaxin receptor RXFP1; Q9HBX9; HEK293-RXFP1, relaxin-stimulated cAMP HTRF, 30 min; hits give low values; activity change, negative = inhibition, % at 57.5 µM; hit rate 0.59% among 350,000;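 active = activity change of -60% or lower, but not beyond a set lower limit; inconclusive = change between -60% and -40%, or beyond the set limit; inactive = change above -40%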; note: % is set by controls: 0 for no effect and ±100 for the full control effect
D1 antag = blocks dopamine activation of the human D1 receptor | HEK293 TREx D1 cells, calcium flux, dopamine EC80; hits give low values | AID 504652 | hit rate 3.2% among 360,000 | P21728 | activity change, negative = inhibition, % at 10 µM; in the data active = activity change below about -30%; note: % is set by controls: 0 for no effect and ±100 for the full control effect
Target sequence (P21728 whole entry, looked up): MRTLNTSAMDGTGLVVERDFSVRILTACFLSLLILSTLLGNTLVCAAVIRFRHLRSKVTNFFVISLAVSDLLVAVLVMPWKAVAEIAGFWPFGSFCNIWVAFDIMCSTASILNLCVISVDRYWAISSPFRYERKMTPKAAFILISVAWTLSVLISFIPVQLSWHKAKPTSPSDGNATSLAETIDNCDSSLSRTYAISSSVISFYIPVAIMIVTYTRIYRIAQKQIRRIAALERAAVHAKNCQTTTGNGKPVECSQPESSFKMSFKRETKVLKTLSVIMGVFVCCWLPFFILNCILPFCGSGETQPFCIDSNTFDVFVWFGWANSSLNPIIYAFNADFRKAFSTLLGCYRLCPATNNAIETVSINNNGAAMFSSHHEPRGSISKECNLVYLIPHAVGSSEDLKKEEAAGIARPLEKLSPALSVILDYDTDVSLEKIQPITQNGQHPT
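After overnight tetracycline induction at 30 C, force-coupled D1 HEK293 cells took up a no-wash calcium dye at room temperature. Compounds were added and monitored 180 s, and the response to EC80 dopamine was then recorded.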
GRP78 ERSR act = inducers of ER stress response in human glioma cells | U87-MG GRP78 promoter luciferase reporter, 16 h | Potency, µM, without a hit: at the highest dose activation, hits mostly activators | hit rate 0.02% among 420,000; note: potency is the fitted concentration of half-maximal effect; series mostly up to about 76 µM; % of control where 0% means no effect; nearly all actives have a fitted effect of over 35% in size
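ERSR induction read as luciferase luminescence (Bright-Glo, 10 min at room temperature) in stably transfected human U87-MG glioma cells exposed to compounds for 16 h, using GRP78 as sensor.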
RXFP1 ag = RXFP1 (human) receptor agonism; HEK293T-RXFP1 cAMP TR-FRET, 30 min; response scale: percent of porcine relaxin response, buffer zero; Potency, µM (highest dose often 57.5 µM), inactives show at the highest dose activation, hits mostly activators; hit rate 0.3% among 370,000; AID 2676; note: potency is the fitted concentration of half-maximal effect; % is set by controls: 0 for no effect and ±100 for the full control effect; nearly all actives have a fitted effect of over 60% in size; many of its hits are not listed in these tables
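HEK293 cells stably expressing RXFP1, treated 30 min at 37C with compounds plus PDE4 inhibitor Ro 20174; cAMP measured by HTRF TR-FRET. Normalized to buffer and 29 nM porcine relaxin; EC50 by Hill fit.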
Vif-A3G inh = inhibitors of Vif-APOBEC3G interaction. Q9HC16. HeLa A3G-eYFP + Vif (tagged APOBEC3G with the HIV-1 protein that degrades it), YFP fluorescence, overnight. Potency, µM (doses to about 46.1 µM), inactives show top-dose activity, negative = active, usual class: inhibitors. hit rate 0.076% among 410,000;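 note: potency is the fitted concentration of half-maximal effect; % is set by controls: 0 for no effect and ±100 for the full control effect; nearly all actives have a fitted effect of over 60% in size; hits raise eYFP signal because A3G escapes Vif-driven loss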
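Read-out is eYFP fluorescence (Ex 488/Em 500-530) from Vif-expressing HeLa A3G-eYFP cells; more signal means A3G escaped Vif-mediated degradation. Cells plated overnight, compound pinned in, incubated overnight at 37 deg C.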
D1 agonist = activates the human D1 dopamine receptor; HEK293 T-REx D1 cells, calcium flux, agonist mode; activation, % at 2 µM; hit rate 1% among 360,000; AID 504660; in the data active = activation above about 30%; note: 0% is about no effect
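Agonism was scored from calcium flux recorded over 180 s (1 read/s) after pintool compound addition, following a 10-cycle baseline. Cells were inducible force-coupled HEK293 TREx D1, plated overnight at 30 C and loaded with no-wash calcium dye.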
Vif-A3F inh = inhibitors of Vif-A3F interaction; hit rate 0.2% among 390,000; AID 602313; HeLa A3F-eYFP + Vif (tagged APOBEC3F with the HIV-1 protein that degrades it), YFP fluorescence increase; Potency, µM (titrated, usually from 46.1 µM), for the others: at the highest dose activity, negative = active; note: potency is the fitted concentration of half-maximal effect; % of control where 0% means no effect; nearly all actives have a fitted effect of over 65% in size
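Fluorescence increase (Ex 488/Em 500-530) after overnight compound treatment at 37 deg C flags inhibition of Vif-driven A3F-eYFP loss in stable HeLa A3F-eYFP/Vif cells seeded overnight beforehand.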
D1 PAM = human D1 dopamine receptor positive modulation; hit rate 0.036% among 360,000; potentiation, % at 10 µM; P21728; HEK293 TREx D1 cells, calcium flux, dopamine EC20 potentiation; in the data active = potentiation above about 30%; note: 0% is about no effect
D2 potentiator = D2 dopamine receptor (human) potentiation; P14416; HEK293 T-REx D2, calcium flux, EC20 dopamine potentiation; potentiation, % at 10 µM; hit rate 0.34% among 340,000; AID 485347;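 active = potentiation over 3 SD above the plate norm, cut at about 30% in these data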; note: 0% is about no effect
Target sequence (P14416 whole entry, looked up): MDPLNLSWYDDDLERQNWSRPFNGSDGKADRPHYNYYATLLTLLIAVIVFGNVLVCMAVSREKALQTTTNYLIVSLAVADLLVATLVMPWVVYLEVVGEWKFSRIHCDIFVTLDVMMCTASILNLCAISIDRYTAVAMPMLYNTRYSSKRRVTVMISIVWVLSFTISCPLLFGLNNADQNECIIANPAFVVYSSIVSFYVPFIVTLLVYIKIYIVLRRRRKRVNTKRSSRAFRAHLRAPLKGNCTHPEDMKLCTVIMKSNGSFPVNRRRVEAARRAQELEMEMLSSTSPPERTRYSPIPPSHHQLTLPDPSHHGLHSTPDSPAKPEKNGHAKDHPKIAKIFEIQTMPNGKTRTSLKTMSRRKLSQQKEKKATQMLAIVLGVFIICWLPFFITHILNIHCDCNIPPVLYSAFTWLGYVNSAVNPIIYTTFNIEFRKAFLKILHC
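Tetracycline-induced HEK293 T-REx cells force-coupled to calcium signalling expressed D2; compounds were pin-added after a 10 s baseline, read kinetically 180 s, then an EC20 dopamine challenge followed with a further 180 s calcium read.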
* = called active by the depositor; ? = inconclusive; / = no result given; & = joins results of further samples. Unless noted, calls come from the whole dose curve; as a rule, active = well fitted curve in the direction sought with a large enough effect; inconclusive = small, poorly fitted or top-dose-only effect, or another doubt; inactive = no such curve, though single readings can be large; an effect the other way counts as inactive or inconclusive.

SMILES | RXFP1 antag | D1 antag | GRP78 ERSR act | RXFP1 ag | Vif-A3G inh | D1 agonist | Vif-A3F inh | D1 PAM | D2 potentiator
NC(=O)CC[C@@H]1NC(=O)[C@H](CO)NC(=O)c2cc([N+](=O)[O-])cc(I)c2NCCC[C@@H](C(N)=O)NC(=O)[C@H](Cc2ccc(O)cc2)NC1=O | / | 1.1 | -1.9% | 5.3% | -1.1% | -1.5 | 1.6% | -10.2 | 0.4
COc1ccc(NC(=O)C2CC2)cc1-n1cnnn1 | -0.1 | -25.5 | -0.4% | 3.1% | 0.0% | 0.2 | 6.9% | 0.5 | -0.7
O=C(COC(=O)CNC(=O)c1ccccc1)Nc1nnc(-c2ccccc2)o1 | 18.3 | -12.4 | 1.3% | 0.3% | -2.9% | 0.5 | 0.7% | -6.9 | -7.8
COc1ccc(NC(=O)CCCN2C(=O)/C(=C\c3ccco3)SC2=S)cc1 | -5.7 | 5.3 | -7.1% | -0.5% | -26.6% | 0.2 | -15.8% | -1.2 | -2.2
O=C(O)c1cccc(S(=O)(=O)N2CCN(S(=O)(=O)c3ccc4ccccc4c3)CC2)c1 | -10.7 | -5.5 | -1.8% | 1.4% | 1.8% | 8.5 | -3.5% | -1.2 | /
COc1cc(C(=O)OCc2cc(=O)n3ccsc3n2)ccc1OC(C)C | -11.2 | / | ? | / | 0.6% | / | -3.9% | / | /
COC(=O)c1cc(S(=O)(=O)NCc2ccc3c(c2)OCO3)c[nH]1 | / | 18.3 | -1.1% | -0.8% | 2.2% | 3.6 | -0.2% | 6.2 | /
C[n+]1ccccc1/C=C/c1c(F)cccc1F | -0.7 | 27.9 | -2.9% | -0.2% | -4.6% | 2.3 | 0.8% | 2.1 | -6.0
Cc1cc(C)cc(N2CCn3c2nc2c3c(=O)n(Cc3c(F)cccc3Cl)c(=O)n2C)c1 | 1.4 | -30.7* | -3.2% | -0.1% | 8.8% | 0.3 | -0.2% | 0.1 | 4.8
COc1ccc(CSCCc2n[nH]c(=S)n2-c2ccccc2)cc1 | -1.3 | -14.0 | 1.6% | 0.9% | -1.6% | 5.8 | -4.9% | 5.8 | -1.8
COCCC(=O)N1CCC(Oc2ccc(C(=O)NCCc3ccccn3)cc2)CC1 | 1.3 | -7.5 | -6.8% | 1.5% | 1.4% | -0.2 | -4.2% | -3.2 | 5.3
CC(C)c1ccc(NC(=O)COC(=O)CC2CCCC2)cc1 | -8.7 | / | 3.0% | / | -0.4% | / | 5.4% | / | /
COc1ccccc1CNC(=O)CCn1nc(C)c2c(C)n(-c3ccccc3)nc2c1=O | -9.3 | -5.7 | -3.6% | 0.3% | -2.4% | 1.3 | -9.2% | 0.7 | -0.9
CC(=O)Nc1ccccc1-c1nc2ccc(C(=O)N3CCN(c4cccc(C)c4)C(C)C3)cc2[nH]c1=O (configuration not stated) | / | -14.8 | -1.1% | 0.7% | -27.1% | 0.5 | ? | 5.0 | -6.6
Cc1cc(C)c(NC(=S)N2CCCC2C(=O)O)c(C)c1 (configuration not stated) | -10.5 | -1.7 | -4.0% | -0.2% | 0.8% | 2.5 | 1.5% | -2.1 | 1.4
CCN(CC)c1ccc(/C=N/NC(=S)NCc2ccc(OC)cc2)cc1 | -8.9 | -13.4 | -4.7% | 6.0% | -0.3% | 1.7 | -11.5% | -1.3 | -3.7
COc1ccc(NC(=O)c2sc3nc4c(cc3c2N)CN(Cc2ccccc2)CC4)cc1OC | -1.8 | -0.4 | / | 6.0% | / | 1.4 | / | 4.3 | 10.3
Cc1ccccc1Cn1c(=O)n(Cc2ccc(Cl)cc2)c(=O)c2cccnc21 | / | 0.7 | -2.3% | -0.8% | -1.3% | -0.7 | 2.5% | -2.8 | 4.5
NS(=O)(=O)c1ccc(CCNC(=O)CSc2nc3ccccc3c3nc(CCN4CCCCC4)nn23)cc1 | -4.7 | -12.5 | 0.1% | 7.3% | 0.3% | 4.8 | -9.2% | -10.2 | 11.6
CC(Sc1nnc(COc2ccc([N+](=O)[O-])cc2)n1-c1ccccc1)C(=O)O (configuration not stated) | -14.1 | 23.9 | -2.4% | 1.1% | 1.9% | 3.4 | -1.9% | -3.1 | -2.8
COc1ccc(NC(=O)Nc2nnc(N3CCCC3)s2)cc1 | -6.2 | -12.7 | 0.8% | -1.2% | -0.6% | -1.4 | 3.9% | -1.1 | 2.2
O=C(NCc1ccccc1)C(c1ccco1)N(C(=O)c1csnn1)c1ccccc1F (configuration not stated) | -16.6 | 6.2 | -3.6% | 2.3% | -3.9% | 3.3 | 6.8% | -4.8 | 16.4
COc1ccccc1C(c1nnnn1Cc1ccccc1)N1CCC(C(N)=O)CC1 (configuration not stated) | 30.0 | -2.5 | -2.5% | -0.1% | 4.0% | 2.5 | -5.3% | 7.2 | -9.1
CC(CCc1ccccc1)NC(=O)C(Cc1ccccc1)NS(=O)(=O)c1cccs1 (configuration not stated) | 4.7 | -5.3 | -0.8% | 3.5% | 0.2% | 13.3 | -0.9% | -2.0 | 0.0
CC(Oc1ccc(S(=O)(=O)N2CCCC2)cc1[N+](=O)[O-])C(=O)NC(C)c1ccccc1 (configuration not stated) | -4.8 | 3.3 | -3.5% | 0.0% | -2.1% | -0.2 | -8.5% | -7.2 | 7.6

The list goes on:
SMILES | RXFP1 antag | D1 antag | GRP78 ERSR act | RXFP1 ag | Vif-A3G inh | D1 agonist | Vif-A3F inh | D1 PAM | D2 potentiator
COC/C=C/C1=CC2=CC(=O)C(C)(OC(=O)c3cnc4ccccc4n3)C(=O)C2=CN1C1CCCCC1 (configuration not stated) | / | -4.0 | / | 0.7% | / | -0.3 | / | -4.6 | 9.5
COCCCNC(=O)c1sc2ncnc(N3CCc4ccccc4C3)c2c1C | 23.6 | -1.9 | -4.6% | -3.0% | -20.5% | 1.8 | -9.8% | 4.7 | /
O=C(c1ccccc1)c1ccsc1C(=O)c1ccccc1 | -13.5 | / | -1.7% | / | -5.5% | / | -8.7% | / | /
Cc1nc2ccccn2c1C(=O)N=Nc1c(O)n(CCC(C)C)c2ccccc12 | / | -4.3 | 0.2% | 4.7% | 0.5% | 3.4 | 0.3% | -2.9 | -5.4
COc1ccc(NC(=O)Cn2nnc(C(=O)NCc3ccco3)c2N)c(OC)c1 | -5.2 | -18.3&5.0 | -2.3%&-0.9% | -2.1%&0.3% | -7.7%&-17.2% | 0.7&1.0 | -13.7%&-0.9% | 1.6&29.4 | 3.4&-2.9
O=C(NC(=S)Nc1nc(-c2ccccc2)cs1)c1cncc(Br)c1 | 3.0 | 1.2 | -3.5% | 1.7% | 0.4% | 37.4* | -6.9% | 6.2 | -5.1
O=c1c2oc3ccccc3c2ncn1Cc1cccc(Cl)c1 | -15.5 | -1.1 | -1.7% | 9.7% | -4.1% | 3.3 | 5.2% | 2.5 | 24.9
CC(C)Oc1ccccc1NC(=O)CSc1nccn1C | -1.0&-1.4 | 2.0&-0.2 | -2.5%&-2.7% | 4.9%&-0.3% | -1.4%&4.2% | 1.6&0.1 | -13.1%&1.2% | 1.4&-0.7 | 4.7&-8.1
Cc1ccc2nc(-c3ccc(NC(=O)CCS(=O)(=O)c4ccccc4)cc3)sc2c1 | 4.1 | 0.2 | -10.2% | -0.9% | -1.9% | 1.1 | 0.1% | 4.0 | -6.5
c1ccc2c(c1)CC1(CCCC1)n1nnnc1-2 | 0.2 | -8.8 | -4.2% | 0.3% | -4.9% | 3.2 | -14.1% | -1.4 | 10.0
CCOC(=O)c1ccc(NC2=CC(c3ccc(F)cc3)N(c3ccc(C(=O)OCC)cc3)C2=O)cc1 (configuration not stated) | / | 0.9 | -3.1% | -0.3% | 2.3% | -1.0 | 1.6% | 4.4 | 1.0
CCN(CC)C(=O)Cn1cc(S(=O)(=O)CC(=O)Nc2ccccc2C)c2ccccc21 | -4.7 | / | -4.1% | / | 0.1% | / | 1.1% | / | /
Cc1cc(F)ccc1NC(=O)c1csc2c1CCC(C)C2 (configuration not stated) | / | -4.0 | 1.9% | -0.3% | 2.8% | 4.1 | 5.6% | -5.6 | 8.3
Cc1cc(C)cc(NC(=O)CSc2nnc(CN3CCOCC3)n2C)c1 | -6.8 | -0.5 | -1.0% | 2.9% | -6.9% | -0.9 | -0.4% | -4.0 | -4.4
C[C@@H]1CN([C@H](C)CO)S(=O)(=O)c2ccc(-c3ccc(C(=O)N(C)C)cc3)cc2O[C@H]1CN(C)C(=O)Cc1ccccn1 | 4.5 | / | -2.1% | / | 3.6% | / | -0.6% | / | /
CCN(CC(=O)NCc1ccc(F)cc1)C(=O)c1ccc(C)o1 | -10.6 | 14.8 | -4.5% | 2.1% | 5.3% | 4.4 | 5.4% | -1.9 | -6.0
CC(c1ccccn1)N(C)C(=O)c1ccc2nc(Cc3cccc(Cl)c3)oc2c1 (configuration not stated) | 0.2 | 4.0 | 3.8% | 2.5% | 1.5% | 4.7 | -7.7% | -1.8 | -0.2
COC(=O)c1ccc(/C=N/N2C(C)CCCC2C)cc1 (configuration not stated) | 4.6 | -4.8 | 1.0% | -0.3% | -1.3% | 2.4 | -0.7% | -5.0 | 2.2
COCCNc1nc2c(c(=O)[nH]c(=O)n2C)n1CCCc1ccccc1 | 0.3 | 4.6 | -1.8% | 2.0% | -0.4% | 0.7 | 3.2% | -0.1 | 0.1
COC(=O)CC(NC(=O)c1ccco1)c1ccc(C(C)C)cc1 (configuration not stated) | 0.7 | -6.3 | -0.5% | 0.1% | -1.5% | 2.3 | / | -5.3 | 4.7

Molecules shown so far that contain a COOH group, in the order listed:
SMILES | RXFP1 antag | D1 antag | GRP78 ERSR act | RXFP1 ag | Vif-A3G inh | D1 agonist | Vif-A3F inh | D1 PAM | D2 potentiator
O=C(O)c1cccc(S(=O)(=O)N2CCN(S(=O)(=O)c3ccc4ccccc4c3)CC2)c1 | -10.7 | -5.5 | -1.8% | 1.4% | 1.8% | 8.5 | -3.5% | -1.2 | /
Cc1cc(C)c(NC(=S)N2CCCC2C(=O)O)c(C)c1 (configuration not stated) | -10.5 | -1.7 | -4.0% | -0.2% | 0.8% | 2.5 | 1.5% | -2.1 | 1.4
CC(Sc1nnc(COc2ccc([N+](=O)[O-])cc2)n1-c1ccccc1)C(=O)O (configuration not stated) | -14.1 | 23.9 | -2.4% | 1.1% | 1.9% | 3.4 | -1.9% | -3.1 | -2.8

An excerpt, so the mix of outcomes need not match the whole.
